# Compound activity from PubChem BioAssay.
# KOR beta-arrestin-1: kappa opioid receptor activators – cell-based, luminescence, uHTS, primary screen (AID 1777) | KOR beta-arrestin recruitment, luminescence; higher % means a stronger effect | activation, % at 10 µM; hits with a dose series show EC50 in µM | hit rate 0.02% among 280,000; in the data active = activation above about 50%, passing the limit was not always enough; note: a part of the inactive calls stands beside numbers as strong as those of hits
# Rac1 GTP hydrolysis: MgcRacGAP GTPase-activating activity inhibitors, confirmation, biochemical, ADP Hunter fluorescence; inhibition, % at 30 µM; hits with a dose series show IC50 in µM; AID 624330; hit rate 0.6% among 340,000; MgcRacGAP-stimulated Rac1 GTP hydrolysis, ADP Hunter fluorescence; higher % means a stronger effect; GST-tagged Rac1 F28L mutant substrate;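 active = first-screen hits whose inhibition reached a set limit at any dose in the follow-up dose series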;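 note: fluorescence reports GDP produced by GAP-driven GTP hydrolysis; strong numbers were not always called active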
# SV40 large T antigen: SV40 large T antigen inhibitors, biochemical (AID 1903) | SV40 large T antigen ATPase/helicase inhibition assay; higher % means a stronger effect | one-dose inhibition, % at 20 µM; IC50 in µM for titrated hits | hit rate 0.39% among 310,000; in the data active = a potency from the dose series; note: strong numbers were not always called active
# GPR55 beta-arrestin: GPR55 agonists via beta-arrestin recruitment, primary screen, imaging, U2OS cells, beta-arrestin-GFP redistribution (AID 1961); U2OS GPR55 beta-arrestin-GFP redistribution imaging; higher % means a stronger effect; activation, % at 10 µM, or EC50 in µM where a hit was titrated; hit rate 0.048% among 290,000;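 active = activation above 40% with more than 50 cells counted in the well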;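 note: U2OS osteosarcoma cells stably expressing GPR55 and beta-arrestin-GFP; plate controls were DMSO negative control for no effect and LPI positive control for full effect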
# HEK293 NOD2/NF-kB: NOD2 signaling inhibitors, cell-based, luminescence, uHTS, HEK293 (AID 1566); HEK293 NOD2/NF-kB luciferase reporter, luminescence; higher % means a stronger effect; inhibition, % at 4 µM; hits with a dose series show EC50 in µM; hit rate 0.63% among 290,000; note: many of its hits are not listed in these tables
# GPR55 antagonists: GPR55 antagonists blocking LPI-driven arrestin recruitment, primary screen, imaging, U2OS, beta-arrestin-GFP, LPI agonist (AID 2013) | hit rate 0.13% among 290,000 | U2OS GPR55 beta-arrestin-GFP translocation imaging, LPI antagonism; higher % means a stronger effect | inhibition, % at 10 µM, or IC50 in µM where a hit was titrated;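 active = spots per cell inhibited over 60%, with over 100 cells counted and total cytoplasm intensity under 500,000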;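 note: U2OS cells stably carrying GPR55 and arrestin-GFP stimulated by 5 µM LPI near EC80; imaged beta-arrestin-GFP aggregate spots per cell after agonist stimulation; plate controls were LPI-stimulated DMSO wells for no effect and DMSO wells without LPI for full effect; some results filed as inactive read as strong as hits; confirmed hits need IC50 under 10 µM and bright autofluorescent wells are also inconclusive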
# HIV fusion peptide: cell-free HIV fusion peptide-binding blockers – biochemical, uHTS, fluorescence dequenching, primary screen (AID 1986); cell-free peptide binding, fluorescence dequenching, 30 min; higher % means a stronger effect; inhibition, % at 20 µM; hits with a dose series show IC50 in µM; hit rate 0.3% among 290,000; in the data active = inhibition mostly above about 52%, no sharp cut-off; inactive = mostly below about 76%; note: some results filed as inactive read as strong as hits
# KOR beta-arrestin-2: KOR antagonists, beta-arrestin recruitment, cell-based, luminescence, uHTS (AID 1778). hit rate 0.091% among 290,000. inhibition, % at 10 µM, or IC50 in µM where a hit was titrated. KOR beta-arrestin recruitment, luminescence, antagonist mode; higher % means a stronger effect; note: strong numbers were not always called active
# NOD1 inhibition: inhibition of NOD1-driven NF-kB reporter – cell-based, luminescence, uHTS, primary screen (AID 1578). NOD1-driven NF-kB luciferase reporter cells, luminescence; higher % means a stronger effect. inhibition, % at 4 µM; hits with a dose series show EC50 in µM. hit rate 1% among 290,000; in the data active = inhibition mostly above about 36%, no sharp cut-off; inactive = mostly below about 34%;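 note: HEK-293T reporter cells stimulated with the NOD1 agonist gamma-tri-DAP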
# * marks the source's active call; other numbers are inactive results; · = not tested or not shown; [ ] = another dose, or the depositor's remark. Cut-off read from the data, not from the text of the source, unless noted: active = inhibition above about 50%; inactive = the rest.
SMILES,KOR beta-arrestin-1,Rac1 GTP hydrolysis,SV40 large T antigen,GPR55 beta-arrestin,HEK293 NOD2/NF-kB,GPR55 antagonists,HIV fusion peptide,KOR beta-arrestin-2,NOD1 inhibition
O=C1C(=O)N(c2ccccn2)C(c2ccc(F)cc2)/C1=C(/O)c1ccc(Br)cc1 (configuration not stated),-0.8%,15%,6%,-0.2%,-11%,-13%,7.7%,-7%[20 µM],-4%
COc1cc(/C=N/O)cc(Br)c1OCc1cccc(Cl)c1,4.1%,8%,8%,-0.1%,1%,8%,0.2%,-66%,·
CC(C)(C)C(=O)OC/C(N)=N/OC(=O)c1ccccc1,0.0%,-5%,9%,-0.1%,9%,3%,1.5%,7%,-6%
COc1ccc(C2C3=C(CC(C)(C)CC3=O)Nc3n[nH]c(C)c32)cc1 (configuration not stated),-0.1%,16%,2%,0.3%,22%,2%,2.5%,-12%,18%
N/C(=N\S(=O)(=O)c1cccs1)c1ccccc1,1.0%,3%,2%,-0.1%,11%,4%,3.3%,-6%,13%
COc1ccc(Br)c2c1C(=O)CC2,0.8%,2%,3%,0.2%,-6%,8%,1.2%,-15%,-10%
CCN(CC)c1ccc(N)cc1S(=O)(=O)Nc1ccc(OC)cc1,·,11%,8%,-0.2%,-3%,4%,-4.1%,3%,-5%
Cc1ccccc1NCC(=O)N/N=C\c1ccc2c(c1)OCO2,-1.1%,2%,19%,1.0%,-14%,25%,-0.8%,-2%,-29%
O=C(Cn1ccc([N+](=O)[O-])n1)Nc1nccs1,0.9%,0%,-3%,0.5%,0%,14%,-0.4%,-12%,-14%
Cc1cc(C)cc(CC2CC(=O)N(c3cc(C)on3)C2=O)c1 (configuration not stated),-1.4%,6%,4%,-0.2%,0%,3%,1.5%,-35%,-11%
CC(=O)c1cccc(NC(=O)C2C(c3ccccc3)C2(Cl)Cl)c1 (configuration not stated),-2.8%,-8%,12%,-0.1%,7%,-3%,-0.5%,-7%,-15%
N=c1n(CC(=O)c2ccc(Br)s2)c2ccccc2n1Cc1ccccc1,-2.1%,15%,5%,-0.1%,16%,26%,1.0%,-9%,-12%
CC(C)CN1CCC(CNC(=O)CCc2nnc(Cc3c[nH]c4ccccc34)o2)CC1,·,-22%,3%,-0.1%,8%,-7%,-0.5%,-48%[20 µM],-23%
O=C(NCc1ccc(N2CCCC2=O)cc1)Nc1cccc2ccccc12,1.9%,5%,8%,-0.2%,5%,17%,-1.5%,-14%,-3%
COc1ccc(NS(=O)(=O)c2cc(NC(=O)c3cnccn3)ccc2OC)cc1Br,-0.1%,2%,2%,-0.4%,-3%,4%,-0.2%,-15%,-13%
Cc1ccc(S(=O)(=O)NCCC(=O)N2CCN(Cc3ccccc3)CC2)cc1,-1.7%,-1%,7%,-0.1%,14%,-1%,-1.3%,39%,-4%
O=C(/C=C/c1cccs1)NC1CCS(=O)(=O)C1 (configuration not stated),-2.2%,·,4%,0.3%,6%,22%,0.6%,-3%,-23%
O=c1[nH]c(/C=C\c2cccs2)nc(O)c1[N+](=O)[O-],-3.4%,2%,12%,-0.4%,13%,15%,0.3%,-9%,1%
O=C(O)CN(Cc1ccccc1)S(=O)(=O)c1ccc2c(c1)OCCO2,21%,0%,-1%,-0.2%,27%,-11%,-1.1%,1%,-22%
Cc1cc(C)n(CC(=O)Nc2cccc(C(F)(F)F)c2)n1,0.7%,4%,2%,0.1%,-6%,2%,0.2%,6%,-5%
COc1cc(CCC(=O)NCc2ccc(S(N)(=O)=O)cc2)cc(OC)c1OC,11%,3%,-1%,-0.1%,-2%,-7%,-2.1%,-2%,1%
S=C(NCc1ccc(Cl)cc1)Nc1ccncc1,7.0%,7%,9%,-0.1%,40%,8%,0.6%,-26%,36%
Cc1n[nH]c(C)c1CCNC(=O)C1CCC(=O)N(CCc2cccc(F)c2)C1 (configuration not stated),3.6%,1%,1%,-0.2%,5%,-19%,0.2%,0%,-13%
C=CCn1c(=O)c2ccccc2n2c(Sc3nnnn3-c3ccccc3)nnc12,0.4%,8%,2%,-0.1%,13%,-4%,2.8%,-13%,5%
Nn1c(SCC(=O)Nc2ccc3c(c2)OCO3)nnc1-c1cccc(Cl)c1,4.3%,-3%,0%,0.0%,7%,4%,1.0%,-28%,-27%
CCN(CC)C(C)C(=O)NCC1(c2ccccc2)CCOCC1 (configuration not stated),-5.0%,8%,22%,-0.3%,5%,-1%,0.7%,-7%,-32%
C=CCOc1ccccc1C1NC(=O)NC(C)=C1C(=O)NCc1ccccc1 (configuration not stated),5.1%,1%,-2%,-0.1%,-10%,15%,-0.6%,-52%,-19%
CC(=O)Nc1c(F)c(F)c(F)c(F)c1F,0.9%,-8%,18%,0.0%,-15%,7%,1.4%,-35%[20 µM],-18%
CC(=O)c1ccc(C(=O)N2CCCC(Nc3ccccc3)C2)s1 (configuration not stated),-0.4%,8%,19%,-0.1%,11%,12%,-1.0%,-6%,-33%
COC(=O)c1sc(OC)cc1OCc1ccc(C)cc1,-0.1%,10%,10%,-0.1%,8%,11%,1.7%,12%,-12%
Cc1cccc(NC(=S)NNC(=O)c2nn(C)cc2Cl)c1,2.3%,14%,12%,-0.1%,0%,0%,-1.9%,24%,-1%
CCOc1cc(C(=O)NC(C)CC)cc(OCC)c1OCC (configuration not stated),-4.1%,-1%,6%,0.3%,15%,-6%,-1.4%,30%,11%
CCOc1ccc(NC(=O)CSc2nnnn2CC(=O)O)cc1,3.9%,14%,16%,-0.4%,-3%,-5%,1.0%,-8%,-19%
Cc1cccc(NC(=O)NCc2ccccn2)c1,-3.4%,11%,3%,0.0%,14%,6%,-0.2%,15%,-38%
COc1ccc2nc(C)cc(SCC(NC(C)=O)C(=O)OC(C)C)c2c1 (configuration not stated),3.9%,5%,11%,0.2%,-8%,-3%,0.8%,9%,-9%
CC(=O)N1CCN(c2ccc(NC(=O)c3ccc([N+](=O)[O-])o3)cc2Cl)CC1,-5.2%,6%,7%,0.5%,17%,5%,-0.1%,-6%,6%
O=C(NNC(=O)c1ccccc1C(F)(F)F)c1csc(N2CCOCC2)n1,-4.2%,0%,12%,0.0%,-10%,0%,-1.2%,38%,-88%
CCCSc1nc2c(c(=O)[nH]c(=O)n2C)n1C,0.9%,5%,19%,-0.2%,-17%,6%,-4.1%,-8%,-10%
CSc1nc(C)c(CCO)c(=O)[nH]1,-0.5%,1%,10%,-0.4%,7%,5%,1.1%,-10%,-44%
CC1(C)CC(=O)c2c(nc3ccccc3c2N)C1,-2.3%,9%,13%,-0.2%,-6%,2%,3.5%,20%,5%
Clc1ccc(/C=N/Nc2ncnc3nc[nH]c23)cc1,-2.5%,20%,18%,-0.1%,-50%,-6%,0.6%,3%,-12%
CC(C)Cn1cnc2c(c(-c3ccccc3)c(-c3ccccc3)n2Cc2ccco2)c1=N,-1.7%,8%,7%,-0.1%,-2%,53%,-0.6%,-28%,-88%
CC(C)(C)SCCNC(=O)c1ccc(Cl)c([N+](=O)[O-])c1,18%,-5%,7%,-0.8%,-4%,0%,-2.3%,-17%,17%
COc1cc(/C=N/NC(=O)CCC(=O)Nc2ccc(Br)cc2)ccc1O,-3.2%,26%,7%,0.0%,18%,10%,-1.0%,15%,-6%
O=C(Nc1ccc(S(=O)(=O)N2CCN(c3ccccc3)CC2)cc1)c1cccs1,1.2%,9%,1%,-0.1%,-47%,-16%,-1.2%,-18%,14%
COc1ccc(Cc2nnc(NC(=O)c3ccc(Cl)c([N+](=O)[O-])c3)s2)cc1,2.9%,10%,10%,-2.1%,-4%,19%,-0.9%,-4%,-11%
CCCCSc1nc(C)cc(NC(=S)Nc2ccc(OC)cc2)n1,1.3%,4%,4%,0.0%,17%,-2%,-1.0%,-3%,37%
Cc1ccc(NC(=O)NC(=O)N(c2ccccc2)S(C)(=O)=O)cc1,0.2%,11%,2%,0.0%,5%,-4%,-0.2%,-6%,-35%
Cc1ccc(SCC(=O)NN2C(=O)c3ccccc3C2=O)cc1,-2.5%,1%,6%,-0.1%,-23%,7%,-1.4%,2%[20 µM],-4%

# Nothing new here: entries from further up.
SMILES,KOR beta-arrestin-1,Rac1 GTP hydrolysis,SV40 large T antigen,GPR55 beta-arrestin,HEK293 NOD2/NF-kB,GPR55 antagonists,HIV fusion peptide,KOR beta-arrestin-2,NOD1 inhibition
CC(=O)N1CCN(c2ccc(NC(=O)c3ccc([N+](=O)[O-])o3)cc2Cl)CC1,-5.2%,6%,7%,0.5%,17%,5%,-0.1%,-6%,6%
O=C(NNC(=O)c1ccccc1C(F)(F)F)c1csc(N2CCOCC2)n1,-4.2%,0%,12%,0.0%,-10%,0%,-1.2%,38%,-88%
CCCSc1nc2c(c(=O)[nH]c(=O)n2C)n1C,0.9%,5%,19%,-0.2%,-17%,6%,-4.1%,-8%,-10%
CSc1nc(C)c(CCO)c(=O)[nH]1,-0.5%,1%,10%,-0.4%,7%,5%,1.1%,-10%,-44%
CC1(C)CC(=O)c2c(nc3ccccc3c2N)C1,-2.3%,9%,13%,-0.2%,-6%,2%,3.5%,20%,5%
Clc1ccc(/C=N/Nc2ncnc3nc[nH]c23)cc1,-2.5%,20%,18%,-0.1%,-50%,-6%,0.6%,3%,-12%
CC(C)Cn1cnc2c(c(-c3ccccc3)c(-c3ccccc3)n2Cc2ccco2)c1=N,-1.7%,8%,7%,-0.1%,-2%,53%,-0.6%,-28%,-88%
CC(C)(C)SCCNC(=O)c1ccc(Cl)c([N+](=O)[O-])c1,18%,-5%,7%,-0.8%,-4%,0%,-2.3%,-17%,17%
COc1cc(/C=N/NC(=O)CCC(=O)Nc2ccc(Br)cc2)ccc1O,-3.2%,26%,7%,0.0%,18%,10%,-1.0%,15%,-6%
O=C(Nc1ccc(S(=O)(=O)N2CCN(c3ccccc3)CC2)cc1)c1cccs1,1.2%,9%,1%,-0.1%,-47%,-16%,-1.2%,-18%,14%
COc1ccc(Cc2nnc(NC(=O)c3ccc(Cl)c([N+](=O)[O-])c3)s2)cc1,2.9%,10%,10%,-2.1%,-4%,19%,-0.9%,-4%,-11%

# This is a subset; count on the stated rates, not on these rows.
